# Bioassay records deposited in PubChem by several laboratories.
# core dimer inh = blocks dimerization of HCV core protein; TR-FRET GST/Flag-core106 dimerization, 1536-well; inhibition, % at 5 µM; actives 0.33% (n = 300,000); AID 1899;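 active means inhibition above the mean of all tested compounds plus 3 SD, set per screening campaign, cut at about 45% in these data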
#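 Material: GST/Flag-tagged HCV core106 proteins. Incubation: 4 h, 22.5 °C incubation. Read-out basis: inhibition (%) from 671 over 617 nm ratio. Measured by: TR-FRET, excitation 340 nm, emission 617 and 671 nm.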
# ZTA counter = ZTA (EBV) inhibition in EBNA-1 counter-screen. inhibition, % at 11 µM. P03206. actives 0.15% (n = 320,000). ZTA-DNA binding, fluorescence polarization. AID 2234; in the data active means inhibition above about 33%
# Target sequence (P03206 whole entry, looked up): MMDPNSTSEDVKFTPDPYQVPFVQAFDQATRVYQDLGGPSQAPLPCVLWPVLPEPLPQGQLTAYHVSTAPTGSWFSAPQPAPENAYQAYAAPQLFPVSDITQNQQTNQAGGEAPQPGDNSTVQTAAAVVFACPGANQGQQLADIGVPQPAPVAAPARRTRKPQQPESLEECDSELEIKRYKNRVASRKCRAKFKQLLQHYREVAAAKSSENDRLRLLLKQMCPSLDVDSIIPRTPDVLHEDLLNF
# EBNA-1 inhibitor = blocks EBNA-1 binding to DNA. EBNA-1 DNA binding, fluorescence polarization. inhibition, % at 14.8 µM. actives 0.34% (n = 300,000). AID 1950; in the data active means inhibition above about 28%
# PP5 primary = PP5 (human) phosphatase inhibition; P53041; purified PP5c, OMFP substrate fluorescence; inhibition, % at 6.7 µM; actives 0.18% (n = 320,000);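 active means inhibition above the campaign's mean inhibition across all tested compounds plus 3 SD, cut at about 9.5% in these data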;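 further: 0% = DMSO only and 100% = 100 µM cantharidin control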
# TPT1 inh = C. albicans TPT1 enzyme inhibition; recombinant caTPT1, FP RNA substrate dephosphorylation; inhibition, % at 5 µM; actives 0.81% (n = 300,000); AID 1962;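 active means inhibition above the mean of all tested compounds plus 3 SD, set per screening campaign, cut at about 24% in these data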;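 further: plate controls were DMSO alone for no effect and ferristatin control at 100 nM for full effect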
# JMJD2C inh = inhibitors of human GASC-1 (JMJD2C) demethylase; inhibition, % at 2.35 µM; GST-JMJD2C(1-420) H3K9me3 demethylation, DELFIA europium; actives 0.069% (n = 330,000); AID 2099; Q9H3R0;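 active means more than half of a compound's replicate wells show inhibition beyond 50%, single wells judged on their own value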;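 further: signal counts dimethyl H3K9 product captured on neutravidin plate; 0% = median of DMSO wells and 100% = 0.3 times that DMSO median; strong numbers were not always called active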
# Target sequence (Q9H3R0 1-420 limits assumed): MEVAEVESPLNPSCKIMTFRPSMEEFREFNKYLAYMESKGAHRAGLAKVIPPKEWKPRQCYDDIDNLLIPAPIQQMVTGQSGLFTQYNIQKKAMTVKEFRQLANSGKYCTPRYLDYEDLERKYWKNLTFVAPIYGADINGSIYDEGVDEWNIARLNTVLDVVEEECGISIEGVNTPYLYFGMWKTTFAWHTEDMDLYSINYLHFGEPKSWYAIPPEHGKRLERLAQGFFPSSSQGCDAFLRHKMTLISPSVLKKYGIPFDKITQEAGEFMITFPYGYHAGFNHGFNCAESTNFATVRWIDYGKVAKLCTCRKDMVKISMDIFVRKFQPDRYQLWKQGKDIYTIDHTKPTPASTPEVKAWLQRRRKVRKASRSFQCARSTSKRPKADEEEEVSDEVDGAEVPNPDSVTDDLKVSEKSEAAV
# Yeast superoxide = caloric restriction mimetics inhibiting age-related superoxide in yeast | S. cerevisiae aged cells, superoxide DHE fluorescence; stronger effect = lower value | superoxide response (% of plate mean), % at 10 µM | actives 0.18% (n = 330,000);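 active means superoxide response under a set limit, about three screen SD below normal, cut at about 65% in these data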;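 further: yeast aged for seven days with compound at 30 °C before DHE staining; 100% = average MFI of all compound-treated wells on the plate with controls excluded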
# CTSL1 counter = blocks F. hepatica cathepsin L1 in PFM18AAP counter-screen; recombinant F. hepatica cathepsin L1, Z-Leu-Arg-MCA fluorescence; inhibition, % at 5.96 µM; actives 0.49% (n = 300,000);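 active means inhibition above the mean of all tested compounds plus 3 SD, set per screening campaign, cut at about 17% in these data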;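 further: 0% = plate median of test compound wells and 100% = 1 µM Z-Phe-Ala-diazomethylketone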
# PP1 inh = blocks human PP1-alpha phosphatase, a PP5 counter-screen; purified PP1alpha, OMFP fluorescence; inhibition, % at 6.7 µM; AID 2235; actives 0.9% (n = 320,000);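 active means inhibition above the mean inhibition of all tested compounds plus 3 SD, computed separately for each screening campaign, cut at about 15% in these data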
# Target sequence (P62136 whole entry, looked up): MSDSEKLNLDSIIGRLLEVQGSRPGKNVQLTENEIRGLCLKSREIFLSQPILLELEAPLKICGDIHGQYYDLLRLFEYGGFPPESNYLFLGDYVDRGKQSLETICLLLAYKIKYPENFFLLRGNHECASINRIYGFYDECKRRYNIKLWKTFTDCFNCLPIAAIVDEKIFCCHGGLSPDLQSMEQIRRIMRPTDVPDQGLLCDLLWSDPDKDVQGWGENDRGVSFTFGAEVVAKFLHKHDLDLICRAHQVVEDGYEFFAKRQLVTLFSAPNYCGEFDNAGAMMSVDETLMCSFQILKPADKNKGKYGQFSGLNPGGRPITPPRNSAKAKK
# * = called active by the depositor; i = inactive; nt = not tested or not shown.
SMILES,core dimer inh,ZTA counter,EBNA-1 inhibitor,PP5 primary,TPT1 inh,JMJD2C inh,Yeast superoxide,CTSL1 counter,PP1 inh
CN(C)c1ccc(/C=N/NC(=O)CSc2ccccn2)cc1,-9,1,4,1.4,3,10,93,3,-3
COc1ccc(CCN(C)C(=O)c2oc3ccccc3c2C)cc1OC,-2,-7,2,1.5,-1,-3,111,0,-6
COc1ccc(Cl)cc1S(=O)(=O)NC(C)C(=O)NCc1ccc2c(c1)OCO2 (centres undefined),-3,-9,-11,-0.4,3,9,91,0,-3
COc1ccc(CC(=S)N2CCOCC2)cc1,-6,-8,6,4.7,0,-12,98,-1,0
O=C(Nc1ccc2c(c1)CCC2)C1CCCN(c2ncccn2)C1 (centres undefined),6,-8,-9,4.2,-2,-1,137,-10,-2
CCCNC(=O)C(Sc1ccccc1)c1ccccc1 (centres undefined),3,-11,-1,1.5,1,1,105,36*,0
CCC(C(=O)NCCCN1CCN(CCCNC(=O)C(CC)c2ccccc2)CC1)c1ccccc1 (centres undefined),-2,-28,-9,1.4,0,0,99,3,-1
CCOC(=O)CNC(=O)CSc1nc(N)cc(N)n1,-11,-5,-4,1.9,0,2,91,-6,-1
COc1ccc(-c2[nH]ncc2-c2cscn2)c(O)c1,0,2,0,0.6,-2,40,94,-1,-1
Cc1cc(=O)n2[nH]nnc2n1,3,-3,-5,-0.6,-1,4,115,-5,-4
CC(=O)c1ccccc1NS(=O)(=O)c1c(C)nn(-c2ccccc2)c1C,-2,5,-2,0.9,0,17,102,3,2
CC(C)[C@@H](C(=O)NC1CC1)N1C(=O)N2CCc3c([nH]c4ccccc34)[C@@]2(C)C1=O,-1,-6,-17,4.3,-4,3,67,-5,-3
N#CC1=C(SCC(=O)c2ccc(Cl)cc2)NC2=C(C(=O)CCC2)C1c1ccco1 (centres undefined),27,10,-10,2.3,-1,8,109,4,7
O=[N+]([O-])c1cc(Cl)ccc1N1CCN(c2ccccc2O)CC1,5,-5,-2,2.7,0,-2,92,-1,3
O=c1[nH]c(NCc2ccccc2)nc2c1CCCC2,-2,-9,-6,-1.2,2,2,110,-1,3
Cc1sc(-n2cccc2)c(C(=O)O)c1C,29,4,6,0.8,1,1,95,-3,2
COc1ccc(S(=O)(=O)Nc2ccccc2C(=O)N2CCOCC2)cc1OC,7,-4,-2,3.0,1,-1,111,-4,-4
CC(C)(O)C(=O)NN(C(=O)c1ccccc1)c1ccc2ccccc2c1,-9,-15,4,2.3,-9,3,79,5,0
O=C1SC(SC(=Nc2ccccc2)Nc2ccccc2)C(=O)N1c1ccccc1 (centres undefined),11,-8,6,1.4,1,4,96,-1,4
COc1ccc([C@@H]2C[C@H]3CN(Cc4ccccc4OC)C(=O)[C@]34CCCN24)cc1C,18,2,3,0.1,7,i,106,-2,1
CN(c1ccc([N+](=O)[O-])cc1C(N)=O)C1CCCCC1,-3,-8,-11,1.3,0,12,107,1,-5
C[C@H](C(O)c1ccccc1)N(C)C(=O)CN (some centres undefined),-24,-6,7,-2.4,-2,1,96,-2,4
CCCCn1c(N)c(N(CCOC)C(=O)CSc2nnc(C)n2-c2ccc(OC)cc2)c(=O)[nH]c1=O,-6,-6,-10,1.5,-2,-4,99,1,-2
C(CCCN1CCCCC1)CCN1CCCCC1,-1,22,5,-3.1,-5,1,99,0,2
C=CCN1CC(C)/C(=N\O)CC1C (centres undefined),2,-9,-6,1.3,1,-31,94,-2,-2

# 3 compounds from above, sorted by the value under core dimer inh, ascending:
canonical_smiles	core dimer inh	EBNA-1 inhibitor	PP5 primary	TPT1 inh	JMJD2C inh
COc1ccc(-c2[nH]ncc2-c2cscn2)c(O)c1	0	0	0.6	-2	40
COc1ccc([C@@H]2C[C@H]3CN(Cc4ccccc4OC)C(=O)[C@]34CCCN24)cc1C	18	3	0.1	7	i
N#CC1=C(SCC(=O)c2ccc(Cl)cc2)NC2=C(C(=O)CCC2)C1c1ccco1 (centres undefined)	27	-10	2.3	-1	8

# 2 of the compounds above, with bars between the fields:
SMILES | core dimer inh | ZTA counter | EBNA-1 inhibitor | PP5 primary | TPT1 inh | JMJD2C inh | Yeast superoxide | CTSL1 counter | PP1 inh
C=CCN1CC(C)/C(=N\O)CC1C (centres undefined) | 2 | -9 | -6 | 1.3 | 1 | -31 | 94 | -2 | -2
COc1ccc(CC(=S)N2CCOCC2)cc1 | -6 | -8 | 6 | 4.7 | 0 | -12 | 98 | -1 | 0

# The results go on.
SMILES,core dimer inh,ZTA counter,EBNA-1 inhibitor,PP5 primary,TPT1 inh,JMJD2C inh,Yeast superoxide,CTSL1 counter,PP1 inh
CCNC(=O)COC(=O)/C=C/c1cccc([N+](=O)[O-])c1,-1,-12,6,-0.9,1,10,87,-6,-4
CC(C)c1ccc(CNCCCSc2ncccn2)cc1,-5,-10,-8,-2.0,4,-18,95,6,1
CCOC(=O)c1sc(=S)n(-c2ccc(C)cc2)c1N,2,0,4,0.0,-4,2,101,3,-2
C=CCNC(=O)/C(C#N)=C/c1ccccc1OCc1ccc(C(=O)OC)cc1,4,-1,19,-0.6,-1,13,107,-3,3
O=C(NCc1ccc(N2CCCC2=O)cc1)c1cc(COc2c(F)cccc2F)on1,7,-10,1,3.1,1,-9,79,0,-2
CCc1ccc(C(=O)NCc2cccs2)s1,2,3,-7,5.1,3,0,122,-6,0
CCC(=O)Nc1ccc(/C=C(\C(C)=O)C(=O)c2ccccc2)cc1,3,1,4,2.9,-1,3,96,-1,4
O=C(CN1C(=O)NC2(CCCCCCC2)C1=O)NCc1ccccc1Cl,nt,-13,nt,0.4,nt,nt,92,nt,0
Cc1c(Cl)cccc1NC(=S)N(Cc1cccs1)C1CCCC1,9,5,2,1.3,-1,-10,97,-3,0
COc1ccc(NC(=O)N2CCCC2C(=O)NCC2CCCCC2)cc1 (centres undefined),-6,-17,-6,0.8,-1,-12,104,-7,1
Cc1cc(=O)oc2cc(NC(=O)c3cc(F)ccc3F)ccc12,nt,13,nt,-1.0,nt,0,97,nt,0
C=CCn1c(SCC(=O)N(CCOC)c2c(N)n(CCCC)c(=O)[nH]c2=O)nnc1-c1ccc(Cl)cc1,-4,16,-5,0.5,0,5,100,6,2
Cc1c(C(=O)NCc2ccccc2F)oc2ccccc12,0,-3,3,0.4,1,-1,98,0,-2
C=CCC(C#Cc1ccccc1)[N+](C)(C)CC=C (centres undefined),-3,-4,-6,2.0,-2,-5,125,-1,0
CCN(CC)CCN1C(=O)C(=O)/C(=C(/O)c2c(C)[nH]c(C(=O)OC)c2C)C1c1cccs1 (centres undefined),2,5,14,-2.1,-5,10,97,0,-2
Cc1nn(C(C)C)c(C)c1CN1CCCC(C(=O)c2cccc(OC(C)C)c2)C1 (centres undefined),-5,0,0,3.2,-2,-8,99,-3,-6
c1ccc(Cn2c(-c3ccccc3)c[n+]3c2SCCC3)cc1,-1,3,7,0.6,-2,15,97,-3,1
CC1CN(CC(=O)c2c(N)n(Cc3ccccc3)c(=O)n(C)c2=O)CC(C)O1 (centres undefined),-1,3,0,-0.9,1,-8,86,0,-2
COC(=O)c1cccc(NS(C)(=O)=O)c1,0,5,-1,1.6,-1,-1,105,-2,-1
CC(=O)NC(CCS(C)(=O)=O)C(=O)Nc1cc(C)ccc1C (centres undefined),10,7,15,-2.7,-3,-8,112,-2,-3
O=C1C2CC=CCC2C(=O)N1n1cnnc1 (centres undefined),3,-1,6,-0.4,-1,-8,104,2,0
Cc1cccn2c1nc(=S)n2C(=O)c1ccco1,-5,-24,-7,0.9,-1,0,117,-1,4
O=C(NNC(=O)c1cnccc1C(F)(F)F)c1cccc(Cl)c1,-1,-2,-4,-2.1,0,0,108,2,-1
CC(=O)N1CCOc2ccc(S(=O)(=O)NCC3CCC(C(=O)NCCC(C)C)CC3)cc21 (centres undefined),9,7,5,2.7,-2,1,104,-3,3
CCCCNS(=O)(=O)c1ccc2nc(-c3cccs3)cc(C(=O)NCC(OC)OC)c2c1,-6,-26,-7,3.8,3,15,109,-3,-11

# A few values from above.
# In PP1 inh, c1ccc(Cn2c(-c3ccccc3)c[n+]3c2SCCC3)cc1 reads 1
# In PP1 inh, COC(=O)c1cccc(NS(C)(=O)=O)c1 reads -1

# Carrying on.
SMILES,core dimer inh,ZTA counter,EBNA-1 inhibitor,PP5 primary,TPT1 inh,JMJD2C inh,Yeast superoxide,CTSL1 counter,PP1 inh
Cc1c(NC2(C#N)CCCC2)c(=O)n(-c2ccccc2)n1C,4,2,-3,-2.9,0,5,103,-4,-4
Cc1cc(-c2ccccc2N)n[nH]1,-6,-21,6,0.8,0,-41,92,3,0
O=C(CCN1C(=O)c2ccccc2C1=O)Nc1cccnc1,-3,6,-1,0.4,-4,-3,73,-1,-7
COc1ccc(C(C(=O)Nc2ccc(C(C)C)cc2)N(C)C(=O)CNC(C)=O)cc1 (centres undefined),-7,2,-5,1.8,0,-6,102,-2,-1
COC(=O)c1cnc(SCc2ccc(Cl)cc2)n1C,3,3,-7,1.9,2,-4,82,1,-6
COc1cc(S(=O)(=O)N2CCN(C(=O)c3ccco3)CC2)ccc1Cl,6,-5,0,1.2,-4,-1,103,-2,-1
O=C(O)C(Cc1c[nH]c2ccccc12)NS(=O)(=O)c1ccccc1 (centres undefined),5,-1,2,-1.6,-3,2,111,-1,-3
COc1ccc(Nc2nc(NN)nc(Nc3ccc(OC)cc3)n2)cc1,2,-2,3,3.3,-1,1,104,-2,6
O=C(/C=C/c1ccc(-c2ccccc2[N+](=O)[O-])o1)c1ccc(Br)cc1,-3,-8,-4,7.0,5,182,111,1,-8
COc1cccc(-n2c(=O)[nH]cc(C(=O)Nc3ccc(NC(C)=O)cc3)c2=O)c1,1,-6,6,-0.8,1,11,94,0,-2
CC(NC(=O)c1ccc(CS(=O)(=O)c2ccc(Cl)cc2)o1)c1ccc2c(c1)OCCO2 (centres undefined),1,6,12,-0.8,-3,-9,99,8,-3
NC(=O)c1cc[n+](Cc2ccccc2Cl)cc1,-11,-5,-2,2.1,3,17,113,-3,-1
Cc1ccccc1NC(=O)c1cn(-c2ccccc2)nc1-c1ccccc1,6,-7,7,4.7,-4,-4,98,1,4
Cc1cc2c3c(c1C)C1(C(=O)N3C(C)(C)CC2C)C(C#N)=C(N)OC2=C1C(=O)CC(C)(C)C2 (centres undefined),0,-11,-2,0.9,-2,3,81,1,-2
O=C(OCC#CCSc1nc2ccccc2s1)c1ccco1,12,4,7,2.8,6,3,97,-1,-1
O=C(Nc1nc2c(s1)COc1ccccc1-2)c1cccs1,15,0,6,2.9,0,-3,86,2,3
Cc1nn(-c2ccccc2)c2[nH]c(=O)c(CNCCN3CCOCC3)cc12,-7,17,-2,0.1,-4,-2,100,2,3
O=C(O)c1c(C(=O)N2N=C3/C(=C/c4ccccc4)CCCC3C2c2ccccc2)cccc1[N+](=O)[O-] (centres undefined),20,23,6,2.2,-3,10,103,1,3
Cc1cccc(N(C(=O)C(F)(F)F)C(C(=O)NC2CCCCC2)c2cccs2)c1 (centres undefined),-3,-12,1,2.1,-3,-2,98,0,0
Cc1ccc(SCc2cc(=O)[nH]c(N3CCOCC3)n2)cc1,-2,-3,2,0.7,-1,5,112,1,5
O=C(NCc1ccccc1Cl)c1cccc(NC2=NC3CS(=O)(=O)CC3S2)c1 (centres undefined),-6,13,6,1.7,2,1,108,-2,-3
CC(=O)N(C)c1ccc(OCC(O)CN(c2ccccc2C)S(=O)(=O)c2ccc(C)cc2)cc1 (centres undefined),1,-6,5,3.7,-2,-2,121,-4,1
Cc1cnc(C(=O)OCC(=O)Nc2ccc(Cl)cn2)cn1,1,-4,-7,2.7,0,-14,146,-16,-15
CCCNS(=O)(=O)c1ccc(OCC(=O)N2CCC(C(=O)OCC)CC2)cc1,6,0,13,0.2,-4,-11,102,8,-1
CCN(CC)Cc1cc(NC2=NS(=O)(=O)c3ccccc32)ccc1OC(=O)C(C)C,-3,23,7,1.6,2,3,94,0,-3
O=C(NC(=S)Nc1ccccc1N1CCCCC1)c1ccc(-c2cccc([N+](=O)[O-])c2)o1,-3,-22,-1,1.9,-4,-15,111,7,-2
